Tau fluor counter: counter-screen for tau fibril formation inhibitors. tau K18 P301L Alexa594 fluorescence, heparin fibrillization. Potency, µM (doses to about 57.7 µM), for inactives: at the highest dose activity change, negative = decrease. 280,000 tested, 0.93% active. AID 1463; note: % is set by controls: 0 for no effect and ±100 for the full control effect; nearly all actives have a fitted effect of over 55% in size
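Human tau K18 P301L (15 uM unlabeled, 0.24 uM Alexa 594-labeled) in 100 mM sodium acetate pH 7 with 20 uM heparin, 6 hr at 37 C. ThT 30 uM added, 1 hr ambient; Alexa 594 FP and total fluorescence read at 555/632 nm.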
HTT cytoprotect: protects HTT-Q103 PC12 cells, measured by ATP | PC12 HTT-Q103 induced, cytoprotection, ATP luminescence, 40 h | Potency, µM (top dose mostly 56.4 µM), without a hit: cytoprotection (ATP increase), actives largely listed as activators | AID 1471 | 230,000 tested, 0.14% active;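 note: % of control where 0% means no effect; nearly all actives have a fitted effect of over 45% in size; toxic huntingtin expression switched on by the ecdysone agonist tebufenozide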
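Compounds added alongside 100 nM tebufenozide, which induces toxic Q103 huntingtin exon 1-GFP in stable PC12 cells; surviving cells quantified by luminescent ATP measurement. Medium: phenol red-free DMEM, 5% equine and 5% calf serum.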
L3MBTL1 inh: inhibitors of human L3MBTL1 | AlphaScreen L3MBTL1–H3K9me1 peptide binding | Potency, µM (top dose mostly 57.1 µM), for inactives: top-dose activity, negative = inhibition, hits mostly inhibitors | 230,000 tested, 0.66% active | AID 485360; note: % is set by controls: 0 for no effect and ±100 for the full control effect; nearly all actives have a fitted effect of over 60% in size
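AlphaScreen assay: L3MBTL1 (50 nM final) was preincubated 30 min at room temperature with biotinylated H3(1-15)K9me1 peptide (75 nM final), then 30 min with library compounds; streptavidin donor and nickel chelate acceptor beads (10 ug/mL final) added, 30 min dark.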
Tau fibril FP: blocks human tau fibril formation measured by polarization; P10636; K18 P301L tau heparin fibrillization, Alexa594 FP, 6 h; Potency, µM (series often up to 57.7 µM), for inactives: top-dose activity, negative = inhibition, hits mostly inhibitors; 280,000 tested, 0.39% active; note: % is set by controls: 0 for no effect and ±100 for the full control effect; nearly all actives have a fitted effect of over 55% in size
Target sequence (P10636 561-689 P618L limits assumed): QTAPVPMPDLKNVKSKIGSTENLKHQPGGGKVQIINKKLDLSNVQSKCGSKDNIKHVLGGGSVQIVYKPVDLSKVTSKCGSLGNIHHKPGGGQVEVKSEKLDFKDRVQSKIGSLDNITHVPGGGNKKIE
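FP of Alexa 594-tau after heparin (20 uM) induction. Substrate: human K18 P301L, 15 uM unlabeled, 0.24 uM labeled. Buffer 100 mM sodium acetate pH 7. 6 hr, 37 C.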
TRb-SRC2 inh: inhibitors of human thyroid hormone receptor beta-SRC2 interaction. P10828. 280,000 tested, 0.065% active. AID 1469. Potency, µM (series often up to 106 µM), for the others: top-dose activity change, negative = inhibition, usual class: inhibitors. TRbeta-SRC2 peptide binding, fluorescence polarization; receptor liganded with 1 µM T3;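 note: plate controls were bound peptide for no effect and peptide without receptor for full effect; nearly all actives have a fitted effect of over 50% in size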
Target sequence (P10828 whole entry, looked up): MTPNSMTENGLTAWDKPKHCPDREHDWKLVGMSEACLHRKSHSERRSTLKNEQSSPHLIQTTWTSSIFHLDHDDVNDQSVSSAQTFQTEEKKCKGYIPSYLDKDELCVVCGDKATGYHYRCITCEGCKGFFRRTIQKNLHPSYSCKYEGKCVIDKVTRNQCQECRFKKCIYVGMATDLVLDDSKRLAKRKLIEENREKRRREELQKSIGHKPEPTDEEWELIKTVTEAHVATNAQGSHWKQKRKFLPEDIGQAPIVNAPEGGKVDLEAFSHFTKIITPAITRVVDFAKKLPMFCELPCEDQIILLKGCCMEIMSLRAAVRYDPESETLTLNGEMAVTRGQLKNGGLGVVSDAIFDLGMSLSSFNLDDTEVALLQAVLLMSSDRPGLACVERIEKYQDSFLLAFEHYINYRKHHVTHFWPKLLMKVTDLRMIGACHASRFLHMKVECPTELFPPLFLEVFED
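Fluorescence polarization of 20 nM Texas Red SRC2 peptide with 0.6 uM human TRb ligand-binding domain, in Tris buffer with 1uM T3 and 5% DMSO. Incubated 5 hr ambient; normalized to unbound and bound controls.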
Tau fibril ThT: tau fibrillization inhibition (ThT binding). 270,000 tested, 2.1% active. P10636. Potency, µM (highest dose often 57.4 µM), inactives show at the top dose activity, negative = inhibition, most hits filed as inhibitors. AID 1460. recombinant tau K18 P301L (four-repeat tau fragment), heparin-induced fibrillization, ThT fluorescence; note: % is set by controls: 0 for no effect and ±100 for the full control effect; nearly all actives have a fitted effect of over 55% in size
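Aggregation was driven by heparin (20 uM final) acting on recombinant tau […] bearing P301L in 100 mM sodium acetate pH 7; fibrils were detected with Thioflavin T.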
RECQ1 helicase: RECQ1 (human) helicase inhibition; RECQ1 DNA unwinding, red fluorescence kinetic read; Potency, µM (series often up to 57.3 µM), inactives show top-dose activity, negative = inhibition, hits mostly inhibitors; 240,000 tested, 0.54% active; AID 2549;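 note: plate controls were vehicle for no effect and no enzyme for full effect; nearly all actives have a fitted effect of over 30% in size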
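RECQ1T1 50 nM; forked duplex (20 bp + 30-nt ss tails) 200 nM, ATP 2 mM final; pH 8.0, 2 mM MgCl2, 2.5 ug/ml poly(dI-dC); 15 min compound preincubation; discontinuous kinetic read over 2 h at RT.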
TR SRC2 fluor cs: counter-screen for TRb-SRC2 inhibitors: fluorescence interference | Potency, µM (doses to about 106 µM), without a hit: at the top dose fluorescence change, negative = quenching | 280,000 tested, 0.29% active | TRb/SRC2 Texas Red total fluorescence interference | AID 1479; active = well fitted curve in either direction with a large enough effect; inconclusive = small, poorly fitted or top-dose-only effect; note: % is set by controls: 0 for no effect and ±100 for the full control effect
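Flags fluorescent or light-absorbing compounds by total fluorescence, S + 2P, at 555 nm excitation and 632 nm emission. Mixture: 20 nM Texas Red SRC2 peptide, 0.6 uM human TRb LBD, 1 uM T3, 5% DMSO; compound exposure 5 h at ambient temperature.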
The depositor's hits bear a star; i = inactive; ? = inconclusive; . = no result given; [ ] = dose if it differs, or a comment. Unless noted, calls come from the whole dose curve; as a rule, active = well fitted curve in the direction sought with a large enough effect; inconclusive = small, poorly fitted or top-dose-only effect, or another doubt; inactive = no such curve, though single readings can be large; an effect the other way counts as inactive or inconclusive. Potency is the fitted concentration of half-maximal effect. Some of the compounds tested; rates above refer to the full screens.

Molecule,Tau fluor counter,HTT cytoprotect,RECQ1 helicase,TRb-SRC2 inh,L3MBTL1 inh,Tau fibril ThT,TR SRC2 fluor cs,Tau fibril FP
CCN(CC)CCN1C(=O)c2ccccc2NC1c1ccc(Br)cc1 (configuration not stated),-6%,-26%,-13%,2%,.,-8%,-2%,6%
N#C/C(=C/c1ccccc1Cl)c1nc(-c2cc3ccccc3oc2=O)cs1,-14%,.,.,-7%,.,-2%,?,-11%
O=C1C2ON(c3ccccc3)C(c3ccncc3)C2C(=O)N1c1ccc(N2CCOCC2)cc1 (configuration not stated),-5%,-11%,-2%,8%,2%,-4%,-1%,4%
CS(=O)(=O)N(CC(=O)Nc1cccc(Cl)c1Cl)c1ccccc1,-16%,3%,-5%,-10%,.,-3%,-2%,-3%
CCCCNC(=O)Cn1c2c(c(-c3ccccc3Cl)cc1=O)CCC2,-4%,-12%,i,-11%,.,-3%,2%,1%
COC(=O)CC1Oc2ccc(F)cc2-n2cc(-c3ccc(Cl)cc3)nc21 (configuration not stated),-9%,.,.,0%,.,6%,-2%,-8%
Cc1cccc(C)c1N1CCN(C(=O)Nc2ccc3c(c2)OCCO3)CC1,-26%,-27%,-11%,6%,-12%,-26%,-5%,?
CC(C)(C)NC(=O)/C(=C/c1ccccc1F)NC(=O)c1ccc([N+](=O)[O-])cc1,6%,.,i,4%,6%,0%,2%,-3%
CN(Cc1ncc[nH]1)C(=O)c1cc(COc2c(F)cccc2F)on1,0%,-23%,-8%,-2%,2%,-3%,-3%,-2%
CCCCN(C)C(=O)C1CCC(Cn2c(=O)[nH]c3ccsc3c2=O)CC1 (configuration not stated),-5%,.,.,2%,.,-1%,-3%,-7%
O=C(CCC1CCCN(C(=O)Cn2cnnn2)C1)NCc1ccccc1F (configuration not stated),6%,-15%,-18%,14%,7%,-3%,-22%,2%
CCOCC(O)CNc1ccccc1 (configuration not stated),-8%,19%[10 µM],-6%,9%,-6%,-9%,-1%,1%
Cc1nn(-c2ccc(Cl)cc2)c2sc(C(=O)N3CCN(C(=O)c4ccco4)CC3)cc12,-2%,?,-3%,0%,-3%,?,-4%,1%
COc1ccc(N2CC(C(=O)Nc3ccc(S(=O)(=O)Nc4nccs4)cc3)CC2=O)cc1 (configuration not stated),8%,.,-11%,-12%,-6%,4%,-2%,15%
Cc1ccc(OCCn2cc(C(=O)c3cccs3)c3ccccc32)cc1,?,.,.,-3%,.,-3%,-1%,?
O=c1nc(-c2ccccc2)n(-c2ccccc2)c2ncccc12,1%,-1%,-3%,5%,-1%,3%,1%,1%
Cc1cc(NC(=O)C2CC(=O)OC2c2ccccc2)no1 (configuration not stated),-2%,17%[10 µM],-8%,-5%,-9%,-3%,-2%,2%
Cc1cc(NC(=O)CSc2nnc3c(C)cc4ccccc4n23)no1,7%,1%,0%,-5%,12%,-2%,-2%,3%
CCOC(=O)c1ccc(NC(=O)COC)cc1,-1%,-3%[0.074 µM],-13%,4%,5%[11.4 µM],-17%,-2%,0%
CC(=O)c1ccc(NC(=O)CCOc2ccccc2)cc1,-28%,.,.,-2%,.,?,-22%,-9%
COc1ccc(-c2nc(C#N)c(NCC3CCCO3)o2)cc1OC (configuration not stated),-16%,-28%,-2%,1%,0%,-16%,-5%,-2%
Cc1ccc(C)c(NC(=O)C(Sc2nncn2C)c2ccccc2)c1 (configuration not stated),-6%,5%,i,-1%,1%,-5%,-3%,-1%
CCc1ccc(CN2CCC(CO)(CC3CCCCO3)CC2)o1 (configuration not stated),-2%,2%[10 µM],i,4%,2%,-9%,2%,-9%
O=C(Nc1ccc(F)cc1F)N1CCCN(c2ccc([N+](=O)[O-])cn2)CC1,-12%,2%[10 µM],-10%,8%,-4%,-20%,0%,-2%
c1ccc2[nH]c(NCc3ccc4c(c3)OCO4)nc2c1,7%,-18%[10 µM],i,-3%,-9%,4%,0%,5%
Cc1ccc(-n2c(=O)c3sc4ccccc4c3n(CC(=O)NC3CCCC3)c2=O)cc1C,-11%,.,.,-6%,.,5%,1%,-5%
O=C1NC2(CCCc3ccccc32)C(=O)N1CCOc1ccc(Br)cc1 (configuration not stated),-15%,-13%,i,-6%,.,-9%,0%,-10%
CN=C1NN=C(c2cc(C)n(-c3c(C)n(C)n(-c4ccccc4)c3=O)c2C)CS1,5%,26%[10 µM],3%,-4%,-9%,9%,-3%,-3%
CCCCOC(=S)NC(=O)c1sc2ccccc2c1Cl,-8%,-17%,i,-10%,0%,?,-1%,5%
O=C(NNS(=O)(=O)c1ccccc1)c1cccs1,0%,-4%[10 µM],-5%,-5%,10%,-1%,0%,-6%

Ordered by number of heavy atoms (lowest first): three of the compounds above
Molecule,Tau fluor counter,HTT cytoprotect,RECQ1 helicase,TRb-SRC2 inh,L3MBTL1 inh,Tau fibril ThT,TR SRC2 fluor cs,Tau fibril FP
O=c1nc(-c2ccccc2)n(-c2ccccc2)c2ncccc12,1%,-1%,-3%,5%,-1%,3%,1%,1%
O=C(Nc1ccc(F)cc1F)N1CCCN(c2ccc([N+](=O)[O-])cn2)CC1,-12%,2%[10 µM],-10%,8%,-4%,-20%,0%,-2%
CN=C1NN=C(c2cc(C)n(-c3c(C)n(C)n(-c4ccccc4)c3=O)c2C)CS1,5%,26%[10 µM],3%,-4%,-9%,9%,-3%,-3%

Remaining list, next part.
Molecule,Tau fluor counter,HTT cytoprotect,RECQ1 helicase,TRb-SRC2 inh,L3MBTL1 inh,Tau fibril ThT,TR SRC2 fluor cs,Tau fibril FP
Cc1cccc(-c2nnc(SCC(=O)N3CCCc4ccccc43)o2)c1,-21%,.,.,3%,.,?,0%,-11%
COc1ccccc1N1CCN(C(=O)c2oc3cc(C)cc(C)c3c2C)CC1,-10%,-5%[10 µM],i,-3%,-17%,?,0%,14%
C/C(=N\Nc1cccc2cccnc12)c1ccccc1O,?,-85%[inhibitor],-3%,5%,.,?,-6%,0%
CCn1c(CN2CCC(C)CC2)nc2cc(NC(=O)COc3ccc([N+](=O)[O-])cc3)ccc21,-15%,.,.,-7%,.,-4%,0%,-2%
CC(C)[C@@H](OCc1ccccc1)[C@H](C)CO/N=C1/[C@H]2OC2[C@@H](O)[C@H]2[C@H]1CCn1c(=O)n(-c3ccccc3)c(=O)n12 (some centres not stated),-4%[11.6 µM],29%[10 µM],2%[11.5 µM],-4%[11.2 µM],.,-11%[11.5 µM],-11%[11.2 µM],-5%[11.6 µM]
COc1ccc(C(=O)N2CCCC(c3ccccc3)=N2)cc1,3%,6%[10 µM],0%,1%,24%,6%,-1%,4%
COc1ccc(NC(=O)c2csnn2)cc1,-20%,.,.,-5%,.,?,9%,-3%
CCN(CC)C(=O)C1CCN(S(=O)(=O)c2cccc3nonc23)CC1,-2%,-11%,i,-6%,.,1%,-3%,6%
COc1ccccc1-n1c(SCC(=O)Nc2ccc3c(c2)OCO3)nc2c(c1=O)SCC2,-28%,19%[10 µM],5%,-6%,-8%,-19%,-3%,6%
CC(=O)Nc1cccc(-c2csc(Nc3ccc(C)cn3)n2)c1,14µM*[quencher],-7%[10 µM],-18%,-9%,-6%,?,-7%,14%
CCOc1ccc(CC(=O)NCC(c2cccs2)S(=O)(=O)c2ccc(F)c(C)c2)cc1 (configuration not stated),-14%,.,.,4%,.,-7%,1%,4%
O=S(=O)(Nc1ncccn1)c1ccc(NS(=O)(=O)c2cccc(Cl)c2Cl)cc1,2%,-66%[inhibitor],i,-7%,8%,5%,2%,0%
CCOC(=O)c1sc2nc(C)n(CC(=O)Nc3cccc(Cl)c3)c(=O)c2c1C,4%,.,.,-2%,.,10%,-2%,-10%
O=C(Nc1ccc2nn(-c3ccccc3)nc2c1)c1ccc(-c2cccc(Cl)c2)o1,?,.,.,-1%,.,?,6%,-9%
CCOC(=O)N1CCc2c(sc3c2c(=O)n(Cc2ccccc2)c(=O)n3CC(=O)Nc2ccc(C)cc2C)C1,-13%,.,.,-3%,.,2%,1%,-5%
CCCN1Cc2cccc(C(=O)Nc3cc(Cl)ccc3C)c2C1=O,-24%,.,.,6%,.,-9%,-9%,4%
CCC(=O)N1CCC2(CC1)Oc1ccc(Cl)cc1C(=O)C21CC(c2ccc(Cl)cc2)=NO1 (configuration not stated),11%,22%[10 µM],i,-4%,.,0%,-4%,8%
O=C(COC(=O)C12CC3CC(CC(O)(C3)C1)C2)N1CCN(S(=O)(=O)c2ccc(Cl)cc2)CC1,2%,20%[10 µM],-3%,2%,5%,5%,0%,-2%
CC1CCN(CC2CCN(C(=O)NCc3ccccc3)CC2)CC1,16%,.,.,4%,.,15%,-2%,-4%
CCCCNC(=O)CCn1c(=O)c2ccccc2n(CC(=O)N2CC(C)CC(C)C2)c1=O (configuration not stated),-6%,-28%,2%,-16%,-9%,-9%,-3%,0%
CC(Oc1ccccc1)C(=O)N1CCCc2ccccc21 (configuration not stated),-2%,-7%[10 µM],-1%,9%,6%,8%,1%,-5%
Cc1ccc(CN(CCO)CCO)cc1,5%,-23%,-1%,3%,-4%,0%,-7%,0%
CCCN1C2CCCC1CC(NC(=O)C1CCCCC1)C2 (configuration not stated),-7%,12%[1.9 µM],-2%,14%,6%,-9%,1%,-5%
Cc1cc(OCC(=O)N2CCOCC2)cc2oc(=O)c3ccccc3c12,-6%,-7%[0.074 µM],7%,-13%,-27%,-8%,1%,-3%
